# Compound activity deposited in PubChem by National Center for Advancing Translational Sciences (NCATS).
# CHX counter – counter-screen hit for Shiga toxin inhibitors, cycloheximide; cell reporter, cycloheximide protein synthesis inhibition counterscreen; max response, %; actives 12% (n = 300,000); AID 2314; in the data active = max response mostly above about 13%, no sharp cut-off; inactive = mostly below about 14%; also: read at 38.3 µM for the half of the compounds with a filed dose; 0% is about no effect
# Giardia FBPA inh – blocks Giardia fructose-bisphosphate aldolase activity; A8B2U2; purified Giardia FBPA; Potency, µM (series often up to 59.6 µM), inactives show at the top dose activity, negative = inhibition, actives largely listed as inhibitors; actives 0.71% (n = 290,000); also: potency is read from the fitted curve at half-maximal effect; % is scaled to controls: 0 for no effect and ±100 for the full control effect; nearly all actives have a fitted effect of over 55% in size
# Target sequence (A8B2U2 whole entry, looked up): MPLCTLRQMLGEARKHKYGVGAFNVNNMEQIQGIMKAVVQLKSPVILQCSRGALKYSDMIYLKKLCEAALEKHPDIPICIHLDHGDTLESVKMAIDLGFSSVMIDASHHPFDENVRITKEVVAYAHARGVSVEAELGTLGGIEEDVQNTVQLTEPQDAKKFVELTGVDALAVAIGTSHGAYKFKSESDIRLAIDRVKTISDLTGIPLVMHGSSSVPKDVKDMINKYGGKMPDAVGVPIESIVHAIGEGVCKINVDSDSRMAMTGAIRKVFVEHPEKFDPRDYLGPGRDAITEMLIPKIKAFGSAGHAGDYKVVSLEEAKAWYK
#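 Giardia FBPA (40 nM reagent) was preincubated 10 min at RT with compound (up to 57.5 uM final), then substrate plus GAPDH/TPI/NAD/arsenate coupling system with diaphorase/resazurin was added; resorufin fluorescence (525/598 nm) was read after 20 min.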
# Pf growth 96h – P. falciparum growth inhibition at 96 hours. P. falciparum luciferase reporter growth, 96 h. Potency, µM (highest dose often 28.7 µM), for the others: at the highest dose activity change, negative = inhibition, hits mostly inhibitors. actives 6.9% (n = 320,000). AID 504834; also: potency is read from the fitted curve at half-maximal effect; % is scaled to controls: 0 for no effect and ±100 for the full control effect
#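 Luminescence readout: decreased luciferase signal marks inhibited growth of reporter-expressing P. falciparum in infected red cells (2% hematocrit, 0.05% parasitemia final), exposed to compound two generations (96 h, 37 C, 5% CO2).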
# Pf growth 48h – P. falciparum growth inhibition at 48 hours (one generation) | actives 5.9% (n = 310,000) | P. falciparum luciferase growth in erythrocytes, 48 h | Potency, µM (titrated, usually from 28.7 µM), inactives show at the top dose activity change, negative = inhibition, most hits filed as inhibitors | AID 504832; also: potency is read from the fitted curve at half-maximal effect; % is scaled to controls: 0 for no effect and ±100 for the full control effect
#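 Luciferase-expressing P. falciparum in infected erythrocytes (2% hematocrit, 0.1% parasitemia final) in RPMI 1640/0.5% Albumax were exposed to compound for 48 hours at 37 C, 5% CO2; growth read as luminescence.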
# HCV inhibitor – HCV inhibition. Huh7.5.1 HCVcc-Cre infection, luciferase reporter, 44 h. Potency, µM (series often up to 41.8 µM), inactives show top-dose activity change, negative = inhibition, usual class: inhibitors. actives 3.4% (n = 340,000); also: potency is read from the fitted curve at half-maximal effect; % is scaled to controls: 0 for no effect and ±100 for the full control effect
#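 Cells (1,000/well) were plated 4 h before compound, then infected with HCVcc-Cre virus (~0.5 moi). After 44 h further culture, infection was read as luciferase luminescence following a 15 min substrate incubation at room temperature.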
# Shiga toxin inh – inhibitors of Shiga toxin in Vero cells. AID 2315. Vero cells, Shiga toxin protein synthesis inhibition reporter. actives 9.2% (n = 290,000). inhibition, % at 38.7 µM; in the data active = inhibition mostly above about 28%, no sharp cut-off; inactive = mostly below about 43%; also: 0% is about no effect
# Starred values were filed as active, the others as inactive; ? = inconclusive; · = no result given; + = active, no number; [ ] = another dose, or the depositor's remark. Unless noted, calls follow the shape of the dose curve; as a rule, active = well fitted curve in the direction sought with a large enough effect; inconclusive = small, poorly fitted or top-dose-only effect, or another doubt; inactive = no such curve, though single readings can be large; an effect the other way counts as inactive or inconclusive.
# Every second line gives: CHX counter	Giardia FBPA inh	Pf growth 96h	Pf growth 48h	HCV inhibitor	Shiga toxin inh
O=C(Nc1ccc2oc(-c3ccccc3)nc2c1)c1ccccc1F
    20*	-2%	?	135%[activator]	?	59*
CC1(C)CC(=O)C=C(NCCN2CCN(C(=O)Nc3ccc(Cl)cc3)CC2)C1
    1	-1%	·	?	-11%	4
O=C(N/N=C/c1c(Nc2cccc(C(F)(F)F)c2)nc2ccccn2c1=O)c1ccccc1
    0	3%	?	?	·	3
CN(C)C(CNC(=O)CCS(=O)(=O)c1ccccc1)c1ccccc1 (stereo unspecified)
    9	9%	32%[activator]	35%[activator]	7%	15
COc1cc([C@H]2[C@@H]3CCCC[C@]3(O)CCN2CC(=O)Nc2ccc(C)cc2)ccc1O
    -3	-2%	·	?	-18%	30
CC(C)C(=O)Nc1ccc(C(=O)NNC(=O)c2cccs2)cc1
    19*	-3%	?	32%[activator]	38%[activator]	29
C=CCNC(=S)N/N=C(\C)c1cc(OC)c(OC)c(OC)c1
    -7	-28%	?	-11%	-27%	-9
Cc1ccc(-n2nnnc2SCC(=O)NC2CCCc3ccccc32)c(C)c1 (stereo unspecified)
    -3	1%	?	-14%	-19%	-2
O=CN1N=C(c2ccccc2)CC1c1ccccc1[N+](=O)[O-] (stereo unspecified)
    -2	1%	29%	-3%	0%	-2
Cc1ccc(S(=O)(=O)C2(C(=O)Nc3nccs3)CC2)cc1
    0	-5%	-26%	-9%	-5%	-3
Cc1cccc(-n2ncc3c(NCc4ccccc4)ncnc32)c1
    29*	-3%	-4%	47%[activator]	?	+
O=C(COC(=O)c1ccccc1O)Nc1cccc(S(=O)(=O)N2CCCC2)c1
    ·	·	?	?	6%	·
O=C(CN1N=C(c2ccccc2)CCC1=O)NCCCN1CCc2ccccc2C1
    -4	-21%	-4%	-12%	-12%	-10
O=[N+]([O-])c1[nH]cnc1/C=C/c1ccccc1
    11	-1%	?	?	-14%	18
CCOc1cccc(=O)c2c(C)n(Cc3ccco3)c(C)c12
    5	?	?	9.3µM*	?	10
COc1ccc(-n2ncc3c(NCCCN4CCOCC4)ncnc32)cc1
    41*	-3%	-9%	134%[activator]	-27%	83*
CCCc1c(C(=O)Nc2ccc(OC)cc2)cnn1-c1ccccc1
    22*	-22%	?	8%	-3%	54*
Cc1nnc(SCC(=O)N/N=C/c2cc(Cl)c(O)c(Cl)c2)s1
    2	-9%	18%	16%	16%	-1
COc1ccc(NC(=S)NCc2ccc(Cl)cc2)c(OC)c1
    15*	-12%	?	?	-8%	·
CCOC(=O)C1CCCN(C(=O)c2cc3ncc(Br)cn3n2)C1 (stereo unspecified)
    -9	-18%	?	-1%	10%	-22

# 3 records drawn at random from those above, as already listed:
# Every second line gives: CHX counter	Giardia FBPA inh	Pf growth 96h	Pf growth 48h	HCV inhibitor	Shiga toxin inh
O=C(CN1N=C(c2ccccc2)CCC1=O)NCCCN1CCc2ccccc2C1
    -4	-21%	-4%	-12%	-12%	-10
CC1(C)CC(=O)C=C(NCCN2CCN(C(=O)Nc3ccc(Cl)cc3)CC2)C1
    1	-1%	·	?	-11%	4
COc1cc([C@H]2[C@@H]3CCCC[C@]3(O)CCN2CC(=O)Nc2ccc(C)cc2)ccc1O
    -3	-2%	·	?	-18%	30

# Compound profiles (already shown). Values in the order: CHX counter | Giardia FBPA inh | Pf growth 96h | Pf growth 48h | HCV inhibitor | Shiga toxin inh
# C=CCNC(=S)N/N=C(\C)c1cc(OC)c(OC)c(OC)c1 in the list: -7 | -28% | ? | -11% | -27% | -9
# Cc1ccc(S(=O)(=O)C2(C(=O)Nc3nccs3)CC2)cc1 in the list: 0 | -5% | -26% | -9% | -5% | -3

# Next part.
# Every second line gives: CHX counter	Giardia FBPA inh	Pf growth 96h	Pf growth 48h	HCV inhibitor	Shiga toxin inh
COc1cc(C(=O)NCCC(=O)NCCc2ccc(Cl)cc2)cc(OC)c1OC
    -2	-1%	?	0%	-1%	-17
O=C(CC1CCCCC1)Nc1ccccc1-c1ccccc1
    0	2%	?	-11%	5%	-11
CCOc1ccccc1NC(=O)NC1(C(=O)NCc2cccnc2)CCCCC1
    -8	9%	-1%	1%	-1%	-10
CCOc1cc(/C=N/NC(=O)COc2nc(C)cc(COC)c2C#N)ccc1O
    0	5%	2%	16%	-21%	-2
COc1cc(SC)ccc1C(=O)OCC(=O)NC1CCCCC1
    60*	4%	5%	12%	?	35
Cc1ccnc(NS(=O)(=O)c2ccc(NS(=O)(=O)c3ccccc3)cc2)n1
    -1	2%	-30%	2%	2%	11
C=CCNC(=O)c1nc2ccccc2s1
    51*	-7%	143%[activator]	223%[activator]	-5%	118*
Cn1c(=O)n(CCCO)c(=O)c2c1nc1n2CCCN1Cc1ccccc1
    -1	-4%	-23%	-12%	4%	-2
CC(/C=C/c1ccco1)=N/NC(=O)OC(C)(C)C
    23*	-15%	2%	36%[activator]	5%	52
Nc1nc(-c2ccccc2)c(N=Nc2cccnc2)s1
    -1	0%	-3%	-7%	-27%	22
COc1ccc(NC(=O)NC(C)C2CC3CCC2C3)cc1 (stereo unspecified)
    -2	-9%	10%	-6%	1%	-2
Cc1ccc(S(=O)(=O)N(C)c2ccc(N)cc2)cc1
    -4	-13%	·	7%	4%	-10
CC1(c2cnc(Nc3ccccc3)s2)CCC(=O)O1 (stereo unspecified)
    34*	5%	47%[activator]	53%[activator]	-14%	64*
CC1CCN(C(=O)CSc2nnc(-c3cc4ccccc4cc3O)n2Cc2ccco2)CC1
    -2	-9%	3%[5.75 µM]	12µM*	?	-21
NS(=O)(=O)c1ccc(NC(=O)CSc2ncnc3ccccc23)cc1
    -1	-1%	13%	11%	?	-16
Cc1ccc(S(=O)(=O)N[C@@H](Cc2ccccc2)C(=O)N2CCC[C@@H]2C(=O)O)cc1
    -4	1%	17%	-8%[0.00184 µM]	9%	-11
Oc1ccc(/C=N/N=C/c2ccc(O)c(O)c2)cc1O
    23*	?	?	?	-3%	21*
COc1cccc(NC(=O)C(NCCc2ccc(S(N)(=O)=O)cc2)c2ccccc2)c1 (stereo unspecified)
    -2	6%	?	-38%	-5%	3
O=C(O)/C=C\c1cccc(-n2nnnc2SCc2ccccc2F)c1
    -5	9%	26%	42%[activator]	-7%	-1
CSCCC(NC(=O)OCc1ccccc1)C(=O)NCc1cccnc1 (stereo unspecified)
    10	2%	27%	25%	1%	-3

# Every second line gives: CHX counter	Giardia FBPA inh	Pf growth 96h	Pf growth 48h	HCV inhibitor	Shiga toxin inh
COc1ccc(-c2cc(C(=O)N3CCN(c4ccccc4OC)CC3)no2)cc1OC
    9	-7%	?	?	-24%	5
CC1=C2[C@@H]3OC(=O)[C@H](C)C3CC[C@@]2(C)C=CC1=O (stereo partly specified)
    -2	1%	?	-11%	14%	-1
COc1ccc(/C=C/C(=O)C(C)(C)C)cc1OC
    16*	-4%	?	-11%	1%	12
O=C(NCc1ccc(Cl)cc1)C(=O)NCC(c1cccnc1)N1CCN(c2ccc(F)cc2)CC1 (stereo unspecified)
    14	-2%	?	?	?	34
Cc1ccc(S(=O)(=O)N(C)Cc2cc3ccccc3[nH]c2=O)cc1
    6	-9%	9.3µM*	?	11%	-4
CCC1NC(=S)N(C2CCCCC2)C1=O (stereo unspecified)
    -4	-1%	-13%	?	27%	-13
CCOC(=O)N1CCN(C(=O)c2cccn3c(=O)c4cc(Cl)ccc4nc23)CC1
    1	6%	?	6%	1%	-8
O=c1cc(O)c2c(=O)n(-c3ccccc3)c3c(c2o1)CCCCCC3
    -6	22%	-32%	-4%	-1%	-11
O=C(Nc1ccccc1)/C(=C\c1ccncc1)NC(=O)c1ccccc1
    6	7%	-8%	-1%	7%	9
O=C(O)c1ccc2c(=O)n(-c3ccccc3F)c(=S)[nH]c2c1
    -4	2%	?	3%	-2%	1
Cc1cc(C(=O)Nc2c[nH]c(=O)[nH]c2=O)ccc1[N+](=O)[O-]
    16	-1%	?	?	-1%	5
C/C(=N\NC(=O)CCCCCNC(=O)c1ccccc1)c1ccccc1O
    1	-23%	?	-18%	-2%	23
CCOC(=O)N1CCN(C(=O)CCCn2nc(C)c3sc4ccccc4c3c2=O)CC1
    13	-11%[12.9 µM]	14%	5.2µM*	-4%	68*
O=S(=O)(Nc1ccc(S(=O)(=O)Nc2ccccc2)cc1)c1ccccc1
    -3	5%	28%	-1%	6%	-27
COc1ccc(/C=C/c2cc(C(F)(F)F)on2)cc1
    40*	-1%	51%[activator]	49%[activator]	15%	64*
CCN(CC)c1ccc(NC(=O)C2CCCN(S(=O)(=O)c3cccnc3)C2)c(C)c1 (stereo unspecified)
    21	?	9.3µM*	·	?	12
O=C(O)CSc1nnc2c(n1)[nH]c1ccccc12
    18	-1%	43%[activator]	11%	3%	18
O=c1cc(O)sc2ccccc12
    3	0%	58%[activator]	13%	9%	10
O=C(CSc1ccccc1)N1CCN(C(=O)c2ccco2)CC1
    8	3%	-20%	-1%	16%	-4
CCc1ccc2oc(C(=O)Nc3cccnc3)c(C)c2c1
    58*	3%	168%[activator]	174%[activator]	?	66*

# Every second line gives: CHX counter	Giardia FBPA inh	Pf growth 96h	Pf growth 48h	HCV inhibitor	Shiga toxin inh
CN(Cc1cccc(C(F)(F)F)c1)Cc1nc(-c2cnccn2)no1
    10	0%	7.4µM*	19%	-7%	21
Cc1ccc(OCC(=O)Nc2ccccc2C(=O)N2CCCCC2)cc1
    -4	·	?	-15%	-12%	-17
CC(C)CCNC(=O)CN(Cc1ccccc1Cl)C(=O)CCC(=O)Nc1ccccn1
    -4	3%	?	-5%	6%	-9
O=C(NCC1CCCO1)c1ccc(CNS(=O)(=O)c2ccc(F)c(Cl)c2)cc1 (stereo unspecified)
    2	-1%	20%	16%	12%	26
Cn1ncc(Cl)c1C(=O)N/N=C/c1ccccn1
    20*	?	-10%	18%	25%	32
CCOC(=O)N1CCN(C(=S)Nc2ccc(C)c(C)c2)CC1
    -2	-4%	38%[activator]	16%	-6%	-4
CCOC(=O)Nc1ccc(C(N)=O)cc1
    6	4%	2%	-3%	-22%	12
CCOc1ccc2nc(NS(=O)(=O)Cc3ccccc3)sc2c1
    20*	2%	23%	·	9%	10
CNC(=O)O/N=C(\N)Cc1csc2ccc(Cl)cc12
    4	-4%	?	3.7µM*	?	7
O=C1c2nccnc2C(=O)N1c1ccc(F)cc1
    14	6%	5%	11%	-11%	-7
CCc1c(C)n2nc(C)cc2[nH]c1=O
    -9	-3%	4%[5.75 µM]	-20%	-4%	-26
O=C(COC(=O)c1ccccn1)NCc1cccs1
    ·	·	24%	0%	37%[activator]	·
C#CCSc1nnnn1-c1ccc(Br)c(C)c1
    7	5%	1%	1%	18%	-4
Cc1c(C(=O)C(=O)NCc2cccs2)c2ccccc2n1C
    11	5%	24%	19%	14%	4
O=c1c2cc(Br)ccc2[nH]c(=S)n1Cc1ccccc1
    7	9%	-4%	?	-25%	-12
Cc1ccc2c(C)c(C(=O)NCCN3CCCC(O)C3)oc2c1C (stereo unspecified)
    10	·	24%	-8%	4%	4
O=C(CSc1nc2ccccc2o1)N1c2ccccc2Sc2ccc(Cl)cc21
    -2	-3%	?	?	?	-9
CC(C)(CC(=O)O)CC(=O)Nc1ccc(Cl)c(Cl)c1
    -2	12%	81%[activator]	-4%	?	11
CCOC(=O)N1CCN(C(=O)COc2ccc(Cl)cc2)CC1
    -1	0%	·	-8%	5%	-4
COc1ccc(OC)c(C2C(C(=O)c3cccs3)=C(O)C(=O)N2c2cc(C)on2)c1 (stereo unspecified)
    35*	?	6%	23%	7%	90*
CCOc1ccc2c(c1)n([O-])c1c([n+]2=O)CCCC1
    16	14µM*	0%[5.75 µM]	28%	8%	40
